# Source: PubChem BioAssay
# NPC1 promoter act = qHTS Assay for NPC1 Promoter Activators; Potency, µM (titrated, usually from 9.22 µM), for inactives: at the highest dose activation, usual class: activators; 320,000 compounds, 2.4% hits; AID 485313, 2010; Huh7 NPC1 promoter luciferase reporter, 24 h;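 also: potency is read from the fitted curve at half-maximal effect; % of control where 0% means no effect; nearly all actives have a fitted effect of over 60% in size; reporter is driven by a mutant NPC1 promoter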
#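 Readout is luciferase luminescence, reflecting NPC1 promoter activation in stably transfected Huh7 cells after 24 h compound exposure at 37 °C in reduced-serum medium with 10% FBS.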
# p53 reactivation = qHTS assay for re-activators of p53 using a Luc reporter; H1299 p53-A138V BP100-luciferase reporter, luminescence, 24 h; Potency, µM (titrated, usually from 92.2 µM), for inactives: at the highest dose activity change, positive = activation, most hits filed as activators; 320,000 compounds, 0.063% hits; AID 504706, 2011; also: potency is read from the fitted curve at half-maximal effect; % of control where 0% means no effect; nearly all actives have a fitted effect of over 45% in size
#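 H1299 (p53-null), stable ts p53-A138V + BP100-Luc; 1000 cells/well, Opti-MEM/10% FBS; cpd 4 pt, 1:5; 24 h, 37 deg C, 5% CO2; detection reagent 10 min RT; luminescence.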
# ELG1 repair inh = qHTS screen for small molecules that inhibit ELG1-dependent DNA repair in human embryonic kidney (HEK293T) cells expressing luciferase-tagged ELG1; HEK293T ELG1-luciferase reporter, luminescence, 16 h; DNA damage induced by 5-fluorouridine; Potency, µM (series often up to 46.1 µM), for the others: at the highest dose activity change, negative = inhibition, usual class: inhibitors; 330,000 compounds, 2.3% hits; AID 504467, 2011; also: potency is read from the fitted curve at half-maximal effect; % is scaled to controls: 0 for no effect and ±100 for the full control effect; nearly all actives have a fitted effect of over 55% in size
#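 Luminescence from the luciferase reporter, measured 30 min after ONE-Glo reagent at room temperature, was the read-out. Beforehand, 2,000 cells per well were exposed for 16 hr at 37 °C to 5-fluorouridine together with compound or vehicle.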
# TRPV1 agonist = HTS Assay for Compounds that Act as Agonists of the Vanilloid Receptor 1; Transient receptor potential cation channel subfamily V member 1 (Homo sapiens), Q8NER1; TRPV1-expressing cells, Fluo-8 calcium influx, agonist mode; activation, % at 8.33 µM; 320,000 compounds, 0.19% hits; AID 540275, 2011; in the data active = activation above about 80%; inconclusive = between about 30% and that limit; also: 0% is about no effect
# Target sequence (Q8NER1 whole entry, looked up): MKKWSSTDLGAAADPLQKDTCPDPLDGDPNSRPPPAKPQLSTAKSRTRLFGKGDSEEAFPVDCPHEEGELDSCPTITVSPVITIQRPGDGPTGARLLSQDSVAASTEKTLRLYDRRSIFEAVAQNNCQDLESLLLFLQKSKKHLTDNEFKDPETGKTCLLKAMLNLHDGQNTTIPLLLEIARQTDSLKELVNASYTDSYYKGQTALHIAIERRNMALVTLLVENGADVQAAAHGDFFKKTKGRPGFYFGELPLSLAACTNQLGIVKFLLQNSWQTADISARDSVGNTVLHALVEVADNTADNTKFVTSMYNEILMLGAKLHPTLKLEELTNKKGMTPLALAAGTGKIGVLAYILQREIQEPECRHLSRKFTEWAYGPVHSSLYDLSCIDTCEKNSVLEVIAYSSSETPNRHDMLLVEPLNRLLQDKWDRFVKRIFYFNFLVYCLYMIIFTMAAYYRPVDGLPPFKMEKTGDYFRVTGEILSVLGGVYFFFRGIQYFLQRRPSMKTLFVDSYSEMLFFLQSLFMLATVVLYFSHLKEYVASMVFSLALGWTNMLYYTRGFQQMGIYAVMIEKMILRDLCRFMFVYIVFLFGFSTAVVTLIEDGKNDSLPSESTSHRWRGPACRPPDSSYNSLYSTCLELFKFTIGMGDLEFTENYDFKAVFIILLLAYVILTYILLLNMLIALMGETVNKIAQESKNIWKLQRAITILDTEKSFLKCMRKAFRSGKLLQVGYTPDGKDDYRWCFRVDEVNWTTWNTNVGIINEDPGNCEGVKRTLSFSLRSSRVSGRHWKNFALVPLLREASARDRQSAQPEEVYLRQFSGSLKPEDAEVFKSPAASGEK
#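 Fluo-8 calcium influx in TRPV1-expressing cells, kinetic read (ex 480/em 520 nm). Compound added and read 3 min for agonist activity, followed by capsaicin at EC20 final and 2 min further read for enhancement.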
# Gal4-VP16 FLuc = VP16 counterscreen qHTS for inhibitors of ROR gamma transcriptional activity. Potency, µM (titrated, usually from 53.6 µM), inactives show at the highest dose activity, negative = inhibition, usual class: inhibitors. AID 2546, 2010. 310,000 compounds, 3.5% hits. Drosophila S2 Gal4-VP16 UAS-luciferase, luminescence, 20 h;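 also: Gal4-VP16 expression switched on by copper sulfate through the metallothionein promoter; potency is read from the fitted curve at half-maximal effect; % is scaled to controls: 0 for no effect and ±100 for the full control effect; nearly all actives have a fitted effect of over 50% in size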
# FLuc modulator = qHTS profiling assay for firefly luciferase inhibitor/activator using purifed enzyme and Km concentrations of substrates (counterscreen for miR-21 project). purified FLuc, Km substrates, luminescence inhibition. Potency, µM (top dose mostly 57.5 µM), inactives show top-dose activity change, negative = inhibition, actives largely listed as inhibitors. 360,000 compounds, 6.9% hits;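 also: potency is read from the fitted curve at half-maximal effect; plate controls were vehicle for no effect and reference inhibitor for full effect; nearly all actives have a fitted effect of over 55% in size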
#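 Purified P. pyralis luciferase (10nM final) with 10uM D-luciferin and 10uM ATP (Km levels) in 50mM Tris acetate pH 7.5, 10mM Mg acetate, 0.01% Tween-20, 0.05% BSA; qHTS 6-point titration, ~60 µM downward; luminescence read.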
# ELG1 genotoxic = qHTS screen for small molecules that induce genotoxicity in human embryonic kidney (HEK293T) cells expressing luciferase-tagged ELG1. HEK293T ELG1-luciferase reporter, luminescence, 16 h. Potency, µM (highest dose often 46 µM), for the others: at the highest dose activity change, positive = activation, actives largely listed as activators. 330,000 compounds, 1.3% hits. AID 504466, 2011; also: potency is read from the fitted curve at half-maximal effect; % of control where 0% means no effect; nearly all actives have a fitted effect of over 60% in size
#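 Luminescence read-out: rising ELG1-luciferase signal, reflecting elevated ELG1 protein under genetic stress, flags genotoxic compounds. Cells were treated for 16 hr at 37 °C before ONE-Glo detection.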
# RORgamma inh = qHTS for inhibitors of ROR gamma transcriptional activity | Drosophila S2 Gal4-RORgamma UAS-luciferase reporter, 20 h | Potency, µM (highest dose often 53.6 µM), for inactives: top-dose activity change, negative = inhibition, actives largely listed as inhibitors | 310,000 compounds, 5.4% hits; also: potency is read from the fitted curve at half-maximal effect; % is scaled to controls: 0 for no effect and ±100 for the full control effect; nearly all actives have a fitted effect of over 60% in size
#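 Luminescence from a UAS-regulated Photinus luciferase reporter in stably transfected Drosophila Schneider cells is measured; decreased signal marks ROR gamma inhibition. Fusion expression is induced by 700 uM copper sulfate for 20 hr.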
# Tb PFK block = qHTS Assay to Find Inhibitors of T. brucei phosphofructokinase | ATP-dependent 6-phosphofructokinase (Trypanosoma brucei brucei), O15648 | T. brucei PFK, ADP-Glo luminescence | Potency, µM (doses to about 57.5 µM), without a hit: at the top dose activity, negative = inhibition, hits mostly inhibitors | 330,000 compounds, 0.17% hits | AID 485367, 2010;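 also: potency is read from the fitted curve at half-maximal effect; 0% = uninhibited 1x PFK enzyme wells and -100% = no-enzyme wells; nearly all actives have a fitted effect of over 60% in size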
#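 ADP-Glo luminescence quantified ADP after 45 min at room temperature, with 1.25 nM T. brucei PFK, 0.1 mM ATP and 0.5 mM fructose-6-phosphate in pH 8.0 TEA buffer. qHTS titrations up to 57 µM; curves classified by quality.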
# Rab9 prom act = qHTS Assay for Rab9 Promoter Activators; Huh7 Rab9 promoter-luciferase reporter, luminescence, 24 h; Potency, µM (series often up to 9.22 µM), for inactives: at the top dose activation, negative = inhibition, actives largely listed as activators; 320,000 compounds, 2.8% hits; AID 485297, 2010; also: potency is read from the fitted curve at half-maximal effect; % of control where 0% means no effect; nearly all actives have a fitted effect of over 60% in size
#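 Luminescence read-out: Huh7 cells stably expressing Rab9-luciferase, treated 24 h with compound at 37 °C, then lysed with luciferase reagent for 10 min at ambient before reading.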
# BRCA1 expr up = qHTS Assay to Identify Small Molecule Activators of BRCA1 Expression | Potency, µM (highest dose often 46.1 µM), for inactives: at the highest dose activation, actives largely listed as activators | AID 624202, 2012 | MCF7-BRCA1-FFLuc reporter, luminescence, 48 h; response scale: scaled: vehicle 0%, 10 µM genistein 100% | 380,000 compounds, 1.1% hits; also: potency is read from the fitted curve at half-maximal effect; nearly all actives have a fitted effect of over 80% in size; some results filed as inactive show a strong effect at the top dose
#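 Quantitative HTS in MCF7 cells stably reporting BRCA1 expression via firefly luciferase. Compound treatment lasts 48 h at 37 °C in phenol-red free MEM. Activation is expressed relative to genistein at 10 microM and DMSO.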
# Active calls of the source: *; ? = inconclusive; nt = no result given; [ ] = remark or other dose. Unless noted, calls follow the shape of the dose curve; as a rule, active = well fitted curve in the direction sought with a large enough effect; inconclusive = small, poorly fitted or top-dose-only effect, or another doubt; inactive = no such curve, though single readings can be large; an effect the other way counts as inactive or inconclusive.
SMILES,NPC1 promoter act,p53 reactivation,ELG1 repair inh,TRPV1 agonist,Gal4-VP16 FLuc,FLuc modulator,ELG1 genotoxic,RORgamma inh,Tb PFK block,Rab9 prom act,BRCA1 expr up
Cc1cc(C)nc(N2CCCC(C(=O)NNC(=O)c3ccncc3)C2)n1 (centres undefined),-4.8%,-0.9%,0.9%,2.7,-1.7%,0.9%,0.5%,-1.0%,-5.2%,0.9%,-1.9%
C=CCc1cccc2cc(C(=O)O)c(=O)oc12,-1.2%,-0.3%,9.6%,-3.1,-1.4%,1.6%,0.2%,2.8%,3.2%,1.1%,10.1%
CCCc1ccc(C(C)NC(=S)NC2CCCCC2)cc1 (centres undefined),-1.4%,3.3%,-13.7%,26.2,3.55µM*,1.0%,-4.8%,2.51µM*,0.1%,-1.0%,-38.1%
S=C(Nc1ccc(Br)cc1)N1CCCC1,15.9%,15.6%,?,2.2,-2.9%,15.1µM*,12.2%,?,-1.7%,3.3%,67.0%
O=C(CN1CCN(c2ncccn2)CC1)N1CCCc2c1c(=O)oc1ccc(O)cc21,-6.8%,9.0%,23.1%,2.7,-12.3%,1.6%,1.0%,?,-3.0%,-1.2%,-43.2%
COc1ccccc1CNC(=O)c1ccc(CS(=O)Cc2cccc(Cl)c2)o1 (centres undefined),7.6%,-2.2%,-5.2%,3.2,15.2%,0.9%,-2.2%,-0.8%,-11.5%,-1.7%,-1.3%
CC(C)(C)CN1CCC(Oc2cccc(C(=O)N3CCNC(=O)C3(C)C)c2)CC1,-1.0%,3.3%,10.0%,1.8,-5.9%,-1.6%,1.6%,-21.3%,1.9%,0.5%,1.0%
Cc1ccccc1C(=O)N=c1ccn(-c2nc3ccccc3nc2NS(=O)(=O)c2ccccc2)cc1,2.1%,-9.0%,2.9%,-2.3,5.1%,0.8%,-0.9%,13.2%,-0.5%,0.0%,-9.7%
CCOc1ccc(C2CC(c3cccc(OC)c3)n3nc(N)nc3N2)cc1 (centres undefined),-3.3%,-2.6%,1.8%,-0.5,0.5%,3.8%,0.7%,6.0%,0.0%,-2.9%,8.4%
COCc1c(C(=O)OCc2nnc(-c3ccc([N+](=O)[O-])cc3)o2)oc2ccccc12,nt,13.7%,1.4%,nt,nt,nt,3.8%,nt,11.1%,nt,-11.7%
CC(=O)C(Sc1nc(N2CCOCC2)nc(N2CCOCC2)n1)C(=O)Nc1ccccc1 (centres undefined),0.7%,-1.1%,-16.2%,18.5,?,-0.7%,?,0.891µM*,2.2%,4.6%,0.0%
Cc1ccc(N2C(=O)C3CCCN3C2=S)cc1Cl (centres undefined),-3.7%,6.2%,-0.2%,9.7,17.3%,2.6%,-2.2%,-12.9%,1.3%,0.9%,-22.5%
O=C1CCCC2=C1C(c1ccccc1)NC(=S)N2 (centres undefined),-9.2%,-6.1%,?,-4.5,-21.1%,0.0%,-7.0%,-0.7%,1.6%,0.7%,22.5%
COc1ccc(NC(=O)C(NC(C)=O)C(=O)NCc2ccccc2Cl)cc1 (centres undefined),-1.9%,-4.8%,6.6%,nt,-3.6%,-2.2%,-0.6%,?,6.8%,-1.9%,-21.2%
COC(=O)c1cc(CNC(=O)c2ccccc2Cl)ccc1OC,0.8%,-7.9%,1.3%,12.0,-13.8%,-2.7%,-0.1%,-5.6%,-11.2%,-3.3%,-15.5%
CC(CC(=O)Nc1ccc(C(N)=O)cc1)c1ccccc1 (centres undefined),-0.4%,3.1%,2.7%,?,-1.5%,0.5%,14.3%,-5.0%,0.4%,2.4%,-3.6%
O=C(O)c1ccc(OCCOc2ccccc2)cc1,-3.2%,-4.5%,12.8%,-5.0,9.6%,-8.2%,-0.8%,1.4%,0.5%,1.1%,0.5%
COc1ccccc1OCCCC(=O)Nc1ccc2c(c1)OCCO2,1.9%,-1.2%,?,?,14.8%,-18.1%,4.3%,?,-1.4%,-52.3%[inhibitor],6.0%
Fc1ccccc1CNCCC(Cc1ccccc1)c1ccc2c(c1)OCO2 (centres undefined),-1.7%,2.2%,-14.6%,14.2,-10.6%,-0.7%,-2.6%,?,-3.4%,-0.1%,-45.0%
CC(C)(O)[C@@H]1CC(=O)[C@]2(C)[C@H](CC[C@@]3(C)[C@H](c4ccoc4)OC(=O)[C@H]4O[C@]432)[C@@]1(C)/C=C\C(=O)O,0.2%,-2.0%,6.8%,-6.3,nt,4.2%,4.8%,nt,1.5%,0.3%,-5.7%
COc1ccc(C2CC(=O)Oc3cc(O)cc(O)c32)cc1 (centres undefined),-1.2%,-0.1%,-0.9%,-0.8,5.8%,-2.1%,-0.1%,-13.9%,-0.2%,0.6%,-1.3%
N#CC1=C(N)NC(SCC(=O)Nc2ccccc2)=C(C#N)C12CCCCC2,0.1%,2.0%,?,3.6,-15.9%,-2.8%,-10.5%,?,-4.2%,-3.0%,-23.4%
CC(=O)c1cc(-c2ccc(F)cc2)n(CCC(=O)Nc2cc(C)[nH]n2)c1C,0.2%,-4.0%,9.5%,1.8,0.1%,2.4%,3.4%,-23.0%,-2.1%,-3.9%,8.2%
COc1ccc(-c2cc(C(=O)N/N=C/c3cccnc3)c3ccccc3n2)cc1,2.9%,1.7%,?,2.0,-10.8%,1.07µM*,3.2%,-36.3%,1.8%,23.6%,54.4%
CC(=O)C(Cc1ccc(Cl)nc1)(Cc1ccc(Cl)nc1)C(C)=O,0.0%,-1.6%,-8.9%,-0.1,-9.7%,1.3%,-3.0%,-8.8%,1.2%,-0.8%,0.0%
COc1ccc(/C=C/C(=O)NCC(=O)N/N=C/c2cccs2)cc1,-0.3%,2.2%,0.1%,2.0,5.7%,2.5%,-0.3%,40.5%,3.2%,3.1%,-1.0%
Cc1c(C)c2ccc(OCC(=O)N3CC[C@@]4(O)CCCC[C@H]4C3)c(C)c2oc1=O,3.0%,nt,?,-0.9,-1.4%,-3.2%,5.2%,-10.1%,1.6%,-0.4%,6.7%
O=C1NCCCc2c1oc1cc(Br)c(O)c(Br)c21,-6.7%,-3.0%,?,0.5,-1.6%,-0.7%,-2.1%,16.7%,16.7%,-0.9%,1.7%
CC(=O)Nc1ccc(C(=O)NN2C(=O)c3ccccc3C2=O)cc1,-4.0%,0.0%,0.8%,-1.0,8.1%,-14.1%,6.8%,-14.7%,0.6%,-2.6%,12.4%
Nc1c2c(nc3ccccc13)CCC2,-2.2%,-1.1%,-2.0%,3.2,-9.6%,3.2%,-0.6%,-29.8%,0.4%,0.1%,12.6%
Cc1noc(C(=O)N2CC3(C)CC2CC(C)(C)C3)c1Cl (centres undefined),-0.1%,2.0%,?,nt,-6.2%,1.6%,-7.3%,-24.8%,2.4%,-9.1%,9.4%
CCOc1ccc(OCC)c(NC(=O)C2CCCN2S(=O)(=O)c2cccc3cccnc23)c1 (centres undefined),-3.4%,-2.6%,?,5.7,1.4%,10.3%,-25.9%,?,0.5%,-7.4%,-29.1%
CC(=O)c1cccc(NC(=O)NN2CCN(C)CC2)c1,1.0%,4.2%,2.0%,0.7,-3.8%,3.1%,-3.2%,?,-2.3%,6.5%,-0.7%
Cc1nc2cc(-c3ccccc3)sc2c(=O)n1N,?,17.4%,?,27.1,1.58µM*,0.675µM*,-20.5%,0.708µM*,-29.5%,?,?
Cc1ccc(NC(=O)CNc2cccc(S(=O)(=O)N3CCCC3)c2)cc1F,-8.5%,-1.9%,?,1.2,nt,5.6%,-1.5%,nt,4.7%,-8.5%,-48.0%

# 3 compounds already listed, sorted by the value under NPC1 promoter act, lowest first:
compound	NPC1 promoter act
O=C1NCCCc2c1oc1cc(Br)c(O)c(Br)c21	-6.7%
CC(=O)C(Cc1ccc(Cl)nc1)(Cc1ccc(Cl)nc1)C(C)=O	0.0%
CC(=O)c1cccc(NC(=O)NN2CCN(C)CC2)c1	1.0%
